High-throughput results as filed in PubChem.
14-3-3 Bad inh: disrupts binding of bovine 14-3-3 zeta to phospho-Bad peptide; P63103; TR-FRET 14-3-3zeta/Dy647-pBad peptide displacement, 1 h; inhibition, % at 21.7 µM; 220,000 tested, 0.71% active; AID 781;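 active means inhibition above about 70%, limit read from the data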;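 further: 0% = full 14-3-3 plus peptide FRET controls and 100% = background without 14-3-3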
Target sequence (P63103 whole entry, looked up): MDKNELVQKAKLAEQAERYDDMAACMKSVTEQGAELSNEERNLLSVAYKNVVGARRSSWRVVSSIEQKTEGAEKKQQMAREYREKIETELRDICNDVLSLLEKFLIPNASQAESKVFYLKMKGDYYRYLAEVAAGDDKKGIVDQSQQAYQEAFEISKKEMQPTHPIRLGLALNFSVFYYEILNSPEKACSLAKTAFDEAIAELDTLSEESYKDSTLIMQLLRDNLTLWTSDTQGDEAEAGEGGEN
TRPN1 ag: zebrafish TRPN1 (NompC) channel agonism; AID 1424; 220,000 tested, 0.18% active; activation, % at 3 µM; HEK293 zebrafish TRPN1-YFP, Fluo-8 calcium fluorescence; 100% = response to 87 µM carbachol;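 active means activation above its plate's cutoff, the mean activation of test wells on that plate plus 3 SD, cut at about 19% in these data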;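 further: 0% = DMSO alone and 100% = 87 µM carbachol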
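System: zebrafish TRPN1-YFP in HEK293 cells / Dosing: 3 µM single point / Timing: dye loading 1 h at 37 °C, then 30 min room temperature / Signal: Fluo-8 calcium fluorescence, excitation 470-495 nm, emission 515-575 nm / Read-out basis: percent activation from peak over basal fluorescence ratio, control-normalized / Control set: high carbachol 87 µM, low DMSO alone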
NPY-Y1 antag: NPY-Y1 (human) receptor antagonism | inhibition, % at 3.6 µM | HEK293-CNG Y1 cells, membrane potential fluorescence; NPY at EC95, then isoproterenol | 200,000 tested, 1% active | P25929;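 active means inhibition above the campaign mean inhibition of all tested compounds plus 3 SD, cut at about 20% in these data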;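 further: 0% = DMSO wells given NPY plus isoproterenol and 100% = isoproterenol alone without NPY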
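Benchmarks – high control isoproterenol alone, low control NPY with isoproterenol · Material – HEK293 Y1/CNG channel cell line · Times – dye 3 h, compound 60 min room temperature, stimulation 45 min · Probe or stimulus – NPY (25 nM), isoproterenol (1 µM), Ro 20-1724 (25 µM) · Evaluation – % inhibition of NPY effect · Signal – fluorescence, membrane potential probe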
TRPML3 ag: activates the human TRPML3 channel; Q8TDD5; HEK293 TRPML3-YFP, Fluo-8 calcium fluorescence; 100% = the carbachol control signal; activation, % at 3 µM; 220,000 tested, 0.29% active;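 active means activation above its plate's cutoff, the mean activation of the plate's test wells plus 3 SD, cut at about 12% in these data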;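 further: 0% = DMSO only wells and 100% = carbachol wells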
Target sequence (Q8TDD5 whole entry, looked up): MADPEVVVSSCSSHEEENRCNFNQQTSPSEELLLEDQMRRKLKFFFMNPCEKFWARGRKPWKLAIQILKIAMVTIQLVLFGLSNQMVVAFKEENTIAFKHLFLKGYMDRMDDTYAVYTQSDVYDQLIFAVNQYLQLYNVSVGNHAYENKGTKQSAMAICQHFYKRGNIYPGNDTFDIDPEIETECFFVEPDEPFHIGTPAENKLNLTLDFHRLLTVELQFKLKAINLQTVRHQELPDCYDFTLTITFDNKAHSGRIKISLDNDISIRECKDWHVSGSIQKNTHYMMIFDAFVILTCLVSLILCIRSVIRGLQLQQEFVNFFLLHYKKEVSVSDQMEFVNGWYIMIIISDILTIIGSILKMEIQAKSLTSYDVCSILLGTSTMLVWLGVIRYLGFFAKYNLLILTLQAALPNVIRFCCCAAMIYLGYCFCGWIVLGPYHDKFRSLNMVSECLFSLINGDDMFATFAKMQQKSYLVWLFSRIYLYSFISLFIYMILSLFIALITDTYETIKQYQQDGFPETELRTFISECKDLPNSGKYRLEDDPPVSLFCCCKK
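Material: HEK293 cells stably carrying human TRPML3-YFP; compound dosing: single dose, 3 µM final nominal compound, 0.3% DMSO final; incubation: 1-h 37 °C dye load, 5-s basal, 120-s post-compound reads; technique: Fluo-8 intracellular calcium fluorescence, excitation 470-495 nm, emission 515-575 nm; read-out basis: percent activation from peak-to-basal fluorescence ratio, scaled between DMSO and carbachol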
EP2 mod: EP2 receptor (human) modulation; P43116; EP2-expressing cells, cAMP HTRF FRET, PGE2 co-stimulation; induction, % at 25 µM; 260,000 tested, 0.83% active;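 active means compounds whose cAMP rise, as percent of the full-agonist control response, exceeds 60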;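 further: rat C6 glioma line stably carrying human EP2 under a CMV promoter; the protocol text gives 20 µM as final concentration; 100% = response of wells given 1 µM PGE2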
CHOP inh: CHOP inhibition in unfolded protein response. CHO-K1 CHOP-promoter luciferase, tunicamycin-induced, 15-18 h. inhibition, % at 10 µM. 220,000 tested, 3.8% active;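 active means compounds that reduced the stress-induced luciferase reporter signal by more than about 70% of percent inhibition, limit read from the data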;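 further: 0% = tunicamycin plus vehicle and 100% = wells without tunicamycin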
NPY-Y1 PAM-ag: potentiates or activates human NPY-Y1 receptor. NPY-Y1 expressing cells, potentiator/agonist activation. AID 1304. activation, % at 3.6 µM. 220,000 tested, 0.37% active; in the data active means activation above about 33%, passing the limit was not always enough;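 further: cells stimulated with NPY at EC10 then isoproterenol at EC100; 0% = low agonist plus stimulus and 100% = saturating agonist plus stimulus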
PGE2 EP2 inh: EP2 receptor (human) inhibition | C6 glioma cells expressing human EP2, cAMP TR-FRET; cells stimulated with saturating PGE2 | inhibition, % at 25 µM | 260,000 tested, 0.52% active | AID 1422;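 active means percent inhibition above 40 after rounding to a whole number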;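 further: rat C6 glioma host cells with rolipram phosphodiesterase inhibitor present; the protocol text gives 20 µM as final concentration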
PPC-1+TRAIL kill: kills PPC-1 cancer cells in the presence of TRAIL | cell killing (% activity), % at 4 µM | PPC-1 cells + TRAIL, ATPLite viability luminescence | 220,000 tested, 0.41% active;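 active means cell killing above 50% in the first pass at 4 µM, then a duplicate retest at 5 µM averaging 50% or more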;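 further: plate controls were cells with TRAIL plus DMSO for no effect and medium-only wells lacking cells for full effect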
* hit, by the source's call; . = not tested or not shown; [ ] = dose if it differs, or a comment. An excerpt; count on the stated rates, not on these rows.

SMILES	14-3-3 Bad inh	TRPN1 ag	NPY-Y1 antag	TRPML3 ag	EP2 mod	CHOP inh	NPY-Y1 PAM-ag	PGE2 EP2 inh	PPC-1+TRAIL kill
COc1ccc(/C=N/N=C2/NC(=O)C(c3ccccc3)S2)c(OC)c1 (centres undefined)	1	0.8	3	0.3	3	-9	1	4	5
CC1CC(C)CN(CCCNC(=O)COc2cc(=O)n(C)c3ccccc23)C1 (centres undefined)	0	0.4	4	-0.5	10	-20	3	1	24
COc1cc(C(=O)Oc2cccc(C=O)c2)cc(OC)c1OC	-3	-0.8	0	0.7	12	19	15	18	21
COC(=O)c1[nH]nc2c1C(=O)N(C1CCCCC1)C2=O	60	-0.6	12	0.1	-6	8	-19	10	12
Cc1cc(C(=O)Nc2cc(C)n(Cc3ccc(Cl)cc3)n2)no1	-6	2.6	4	3.0	12	24	-3	6	32
CCOC(=O)c1c(C)[nH]c(C(=O)NCc2ccco2)c1C	-8	0.5	-5	-1.2	11	0	0	8	-19
Cn1cnnc1SCC(=O)c1ccco1	8	1.0	2	1.1	12	-18	1	11	-6
COCCN1C(=O)c2ccccc2C(C(=O)NCC2CCCO2)C1c1c[nH]c2ccccc12 (centres undefined)	8[fluorescence artefact?]	0.7	3	-0.3	31	4	0	11	11
COc1cccc(/C=N/NC(=O)C(=O)N2CCCC2)c1OC	-5	-1.8	2	-0.5	-12	-22	8	.	6
CCOc1cc2[nH]c(=S)n(C(C)C)c(=O)c2cc1OCC	-4	-0.2	1	0.2	2	-6	-20	10	-2
Cc1ccc(-c2nnc(Sc3nc4ccccc4o3)c3ccccc23)cc1	-2[fluorescence artefact?]	0.5	-1	-0.5	12	-86	-20	3	.
N#Cc1ccc(N2Cc3ccccc3C2=NC(=O)c2cccs2)cc1	29[fluorescence artefact?]	-1.2	7	0.0	15	-3	2	3	19
COc1ccc(-c2nnn(CC(=O)c3c[nH]c4ccccc34)n2)cc1OC	1	1.9	-5	1.2	-44	39	8	16	5
CCC/C=N/Nc1nc2ccccc2s1	-17	1.3	-2	1.0	2	-26	11	4	14
COCCCC1CCN(Cc2nc(Cc3ccccc3Cl)no2)CC1	-7	1.4	9	0.5	-35	-3	-16	-2	12
O=S(=O)(c1cc(Cl)ccc1Br)N1CCOCC1	-1	0.4	8	-0.9	14	64	8	7	-11
CS(=O)(=O)c1ccc(Cl)c(NC(=O)C2CC(=O)N(Cc3ccccc3)C2)c1 (centres undefined)	6	0.8	1	0.4	4	20	-8	2	19
O=C(CC1CC2CCC1C2)Nc1nc(-c2ccccn2)cs1 (centres undefined)	-9	3.1	7	2.0	-49	-140	-26	5	-2
COC(=O)C(CCCCNC(=O)c1ccc([N+](=O)[O-])cc1)NC(=O)c1ccc([N+](=O)[O-])cc1 (centres undefined)	-9	2.8	7	0.1	15	-6	-9	10	16
O=C1[C@@H]2C(c3cccnc3)=NO[C@@H]2C(=O)N1c1ccc(Cl)cc1Cl	0	-0.5	.	1.2	7	19	-1	-1	0
Cc1cccc(NC(=S)N(CCCN2CCOCC2)Cc2ccco2)c1	-28	0.0	3	0.9	-7	10	14	9	18
C#CCOCCOCCOCCNc1nc(N2CCN(C(=O)[C@H]([C@@H](C)CC)n3cc(CCCN=C(N)N)nn3)CC2)nc(N2CCN(C(=O)[C@H](Cc3ccc(O)cc3)n3cc(CCO)nn3)CC2)n1	21[fluorescence artefact?]	-0.8	-5	-0.2	21	-9	5	6	-18
CN1/C(=C\C(=O)COC(=O)CNC(=O)c2ccccc2F)C(C)(C)c2ccccc21	-22	3.3	7	0.6	-34	24	-22	9	11
Cc1ccc(NC(=O)CSc2ncn(-c3ccccc3)n2)cc1C	-15	-0.1	13	-1.0	-23	3	-45	3	6
CSc1nc2ccc(Cl)cc2[nH]1	-2	0.5	2	-0.8	-8	-2	5	14	22
CC(C)CCNC(=O)NC(=O)CSc1nnc(COc2ccccc2Cl)o1	-3[fluorescence artefact?]	-0.6	-3	-0.9	0	0	5	6	0
CC1CCCN(C(=S)SCC(=O)c2cc(Br)cc(Br)c2O)C1 (centres undefined)	-2	0.7	-3	1.7	30	10	4	11	13
Cc1ccc(C)c(NC(=O)CN(C)C(=O)c2cccc(S(=O)(=O)N(C)C)c2)c1	-4	-0.8	5	0.7	9	10	-9	2	31
O=C(O)/C=C/c1ccc(S(=O)(=O)N2CCN(CCN3C(=O)C4C5C=CC(C5)C4C3=O)CC2)cc1 (centres undefined)	-5	0.1	.	0.7	19	27	17	2	21
Cc1cccc(C)c1Nc1nnc(SCC(=O)Nc2sccc2C#N)s1	1	-0.1	-1	-1.1	2	-7	-8	8	25
Cc1nn(C)c2ncc(C(N)=O)c(Oc3cccnc3)c12	-6	1.6	.	0.6	18	6	20	18	-12
CC(O/N=C/c1ccccc1OC(F)F)C(=O)Nc1cccc(S(=O)(=O)N2CCOCC2)c1 (centres undefined)	0	-0.5	7	-0.1	-20	-33	-4	10	7
N#CNC(=Nc1cccc(F)c1)SCc1cccc(F)c1	-6[fluorescence artefact?]	16	3	13*	-16	28	8	9	9
Oc1ccc(Br)cc1-c1nc2cnccn2c1NC1CCCC1	.	0.0	9	-0.5	.	.	-28	12	-37
CCCc1oc(C(=O)O)cc1CN	4	0.4	-1	0.8	11	31	1	-3	0
Cc1cc(C)n(CC(=O)c2cccc([N+](=O)[O-])c2)n1	-8	-0.4	2	0.2	18	-3	15	4	2
N#CCCN(Cc1ccccc1)C(=O)c1cccs1	1	1.9	.	-0.2	3	6	-8	12	16
O=C(Nc1ccccc1)C1=C(c2ccccc2)S(=O)(=O)CCS1(=O)=O	-13	1.7	-8	1.7	-89	108*	64*	46*	0
O=C(/C=C\c1ccccc1)Oc1cccc2cccnc12	-18	-0.6	5	-0.3	-14	40	0	5	6
COc1ccc(NC(=O)COc2ccccc2C#N)c(S(=O)(=O)N2CCCCC2)c1	-9	2.3	-4	1.3	-32	25	15	9	17
Cc1ccnc(NS(=O)(=O)c2ccc(Oc3ccccc3)cc2)c1	2	3.6	-1	2.0	-34	44	3	2	8
CCOC(=O)C1CCCN(C(=O)COc2ccc(S(=O)(=O)N(CC)c3ccccc3)cc2)C1 (centres undefined)	-9	0.4	4	1.0	-22	30	-2	9	22
COc1ccc(C(=O)N2CCN(c3cnn(-c4ccccc4)c(=O)c3Cl)CC2)cc1	-4	0.2	1	0.8	9	16	17	7	-13
CCc1nc2c(cnn2-c2ccc(F)cc2)c(=O)n1-c1ccc(N2CCC(C)CC2)cc1	5	1.2	2	1.7	9	79*	-12	13	11
O=C(CS(=O)c1ccc(C(F)(F)F)cc1[N+](=O)[O-])Oc1ccc(Cl)cc1 (centres undefined)	-9	0.8	0	0.2	-27	-82	-10	6	2
COc1cc(/C=C/C(=O)O)ccc1OCc1ccccc1C#N	2	-0.2	3	0.5	37	15	2	2	8
Cc1ccc(CN2C(=O)c3ccccc3NC2c2ccccn2)cc1 (centres undefined)	11	0.3	-2	-0.5	-16	-1	6	11	-16
CN(C)C(=O)C1C2NC(=S)N(c3cccc(Cl)c3)C1(C)Oc1ccc(Cl)cc12 (centres undefined)	-22	0.0	-9	1.0	-15	-2	51*	0	7

Arranged by value in CHOP inh (smallest number first): 3 of the compounds above.
mol	CHOP inh
C#CCOCCOCCOCCNc1nc(N2CCN(C(=O)[C@H]([C@@H](C)CC)n3cc(CCCN=C(N)N)nn3)CC2)nc(N2CCN(C(=O)[C@H](Cc3ccc(O)cc3)n3cc(CCO)nn3)CC2)n1	-9
Cc1nn(C)c2ncc(C(N)=O)c(Oc3cccnc3)c12	6
CCOC(=O)C1CCCN(C(=O)COc2ccc(S(=O)(=O)N(CC)c3ccccc3)cc2)C1 (centres undefined)	30

(next part)
SMILES	14-3-3 Bad inh	TRPN1 ag	NPY-Y1 antag	TRPML3 ag	EP2 mod	CHOP inh	NPY-Y1 PAM-ag	PGE2 EP2 inh	PPC-1+TRAIL kill
CS(=O)(=O)N(CC(=O)NCc1ccccc1)C1CCCCC1	-2[fluorescence artefact?]	0.5	-3	-0.3	18	6	7	5	14
COc1ccccc1CNC(=O)C1CCN(S(=O)(=O)c2cccc3cccnc23)CC1	-1	1.1	-3	-0.1	4	24	-8	14	-8
O=C(C1CCC(CNS(=O)(=O)c2cccc3cccnc23)CC1)N1CCc2ccccc21 (centres undefined)	4	0.6	2	-0.2	-6	24	-4	18	8
CCCS(=O)(=O)N1CCN(C(=O)c2ccc(-c3ccccc3)cc2)CC1	22	1.7	5	0.0	-49	-4	0	5	-8
S=C(NCCC1=CCCCC1)Nc1ccc(Cl)cc1	0	1.0	-1	0.9	-20	81*	7	7	8
O=C(O)CSc1sc(=S)sc1SCC(=O)O	3[fluorescence artefact?]	1.0	3	0.9	15	16	-3	20	9
O=C(O)c1cccc(-n2cccc2/C=C\[N+](=O)[O-])c1	1	0.5	-2	1.2	19	-12	7	4	18
COc1cc(C(=O)Nc2nnc(CC(=O)N3CCOCC3)s2)cc(OC)c1OC	12	-2.3	-4	0.5	2	14	5	6	4
CC(CNC(=O)c1cc(Cl)ccc1[N+](=O)[O-])NC(=O)c1cc(Cl)ccc1[N+](=O)[O-] (centres undefined)	7	-0.2	0	-0.1	-8	-41	15	5	7
CCS(=O)(=O)N1CCC(C(=O)NCCN2CCN(Cc3ccccc3)CC2)CC1	-4	1.2	-3	0.4	20	0	-6	9	-9
Cc1ccc(C(=O)c2ccc([N+](=O)[O-])cc2)c(C)c1	-6	-1.3	12	0.0	35	49	-10	7	37
Cc1ccc(NC(=O)c2cc(-n3cnnc3)ccc2Cl)cc1	-6	1.8	4	0.5	25	33	-23	7	11
CC(C)CCn1c(SCCc2ccccc2)nc2c1c(=O)[nH]c(=O)n2C	0[fluorescence artefact?]	-1.2	-2	-0.9	57	75*	-13	10	18
CC1Cc2ccccc2N1C(=O)Cn1c(=O)oc2cc(S(=O)(=O)N3CCCCC3)ccc21 (centres undefined)	0	0.1	1	0.1	-10	41	10	14	13
CCCN1CCC(=NNC(=O)c2ccc(Br)o2)CC1	-9	0.0	2	0.1	-5	-6	2	2	21
O=C(Oc1coc(CSc2nnc(NC(=O)c3cccs3)s2)cc1=O)c1ccccc1	10[fluorescence artefact?]	-0.2	-6	0.4	3	25	-17	4	22
Cc1cccc(-n2nnc(C(=O)N3CCc4ccccc4C3)c2N)c1	10[fluorescence artefact?]	0.8	5	0.1	1	51	-1	-2	11
O=C(Nc1cccc(F)c1)c1coc(=O)c(Br)c1	-1	1.0	0	1.0	6	-19	-12	7	3
